NadD inh – inhibitors of Staphylococcus aureus NadD; inhibition, % at 20 µM; AID 602399; 0.78% of 360,000 active; purified NadD enzyme, colorimetric absorbance read-out; in the data active means inhibition above about 26%; further: some compounds past the cut are filed as inactive
Rpn11 block – inhibitors of human proteasome Rpn11; 0.59% of 360,000 active; calls only at 20 µM; human 26S proteasome, Ub4-pepOG fluorescence polarization; 20S core pre-blocked with epoxomicin; O00487;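 active means inhibition at 20 µM, scaled to each plate's controls, above about 33%, limit read from the data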
LMPTP inh – blocks human LMPTP phosphatase; P24666; recombinant LMPTP-A, OMFP fluorogenic substrate, fluorescence intensity; inhibition, % at 20 µM; 0.22% of 360,000 active;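 active means compounds that cut the enzyme signal by at least half of the control window in the single-dose screen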;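 further: plate controls were DMSO wells with enzyme plus substrate for no effect and substrate without enzyme for full effect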
Target sequence (P24666 whole entry, looked up): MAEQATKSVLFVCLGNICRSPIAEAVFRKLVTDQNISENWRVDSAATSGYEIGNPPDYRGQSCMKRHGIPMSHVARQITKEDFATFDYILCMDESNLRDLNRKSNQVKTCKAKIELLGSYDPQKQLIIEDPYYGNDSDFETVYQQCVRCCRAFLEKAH
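test system = LMPTP-A | amount = 0.625 nM LMPTP-A final | reagent = fluorogenic phosphatase substrate OMFP at 400 µM final | incubation = 50 min at room temperature | benchmarks = no-enzyme low control, uninhibited high control | medium = Bis-Tris pH 6.0, DTT, detergent | signal = fluorescence intensity of OMFP turnover product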
DNMT1 inh – blocks human DNA methyltransferase DNMT1; DNMT1 molecular beacon, Hinp1I cleavage, fluorescence; 0.83% of 360,000 active; inhibition (reported as % activation of signal), % at 10 µM; P26358; in the data active means inhibition above about 50%
Scp1 inh – inhibitors of human Scp-1 phosphatase. inhibition, % at 20 µM. AID 493091. Recombinant Scp1, phosphopeptide, malachite green phosphate absorbance. 0.88% of 340,000 active. Q9GZU7;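 active means inhibition above about 50% at 20 µM, limit read from the data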;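 further: plate controls were DMSO wells with enzyme for no effect and wells lacking enzyme for full effect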
Target sequence (Q9GZU7 76-261 limits assumed): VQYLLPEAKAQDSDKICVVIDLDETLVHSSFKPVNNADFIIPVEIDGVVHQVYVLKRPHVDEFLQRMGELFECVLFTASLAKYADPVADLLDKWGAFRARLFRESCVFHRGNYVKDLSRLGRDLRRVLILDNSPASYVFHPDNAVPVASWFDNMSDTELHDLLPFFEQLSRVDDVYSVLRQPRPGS
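assay system = SCP-1 phosphatase catalytic domain, residues 76-261 | buffer or medium = 50 mM Tris acetate pH 5.5, 0.005% Tween-20, 10 mM MgCl2 | incubation = enzyme reaction 45 min at room temperature, colour 5 min, stabilisation 30 min | signal = Phosphate-binding colour reagent, absorbance read at 630 nm | measure = % inhibition at 20 µM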
MsrA inhibitor – bovine MsrA inhibition; purified bovine MsrA, absorbance read-out; 0.75% of 360,000 active; inhibition, % at 15.5 µM; AID 651718; in the data active means inhibition above about 4.5%;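 further: 0% = vehicle wells with enzyme and 100% = reference inhibitor wells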
STEP block – inhibitors of human striatal-enriched phosphatase STEP; recombinant STEP, OMFP fluorogenic substrate, fluorescence; inhibition, % at 20 µM; 0.25% of 360,000 active; AID 588621;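 active means inhibition at 20 µM, scaled per plate between control wells, above about 37%, limit read from the data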;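 further: 0% = DMSO with enzyme and substrate and 100% = substrate only without enzyme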
Target sequence (P54829 whole entry, looked up): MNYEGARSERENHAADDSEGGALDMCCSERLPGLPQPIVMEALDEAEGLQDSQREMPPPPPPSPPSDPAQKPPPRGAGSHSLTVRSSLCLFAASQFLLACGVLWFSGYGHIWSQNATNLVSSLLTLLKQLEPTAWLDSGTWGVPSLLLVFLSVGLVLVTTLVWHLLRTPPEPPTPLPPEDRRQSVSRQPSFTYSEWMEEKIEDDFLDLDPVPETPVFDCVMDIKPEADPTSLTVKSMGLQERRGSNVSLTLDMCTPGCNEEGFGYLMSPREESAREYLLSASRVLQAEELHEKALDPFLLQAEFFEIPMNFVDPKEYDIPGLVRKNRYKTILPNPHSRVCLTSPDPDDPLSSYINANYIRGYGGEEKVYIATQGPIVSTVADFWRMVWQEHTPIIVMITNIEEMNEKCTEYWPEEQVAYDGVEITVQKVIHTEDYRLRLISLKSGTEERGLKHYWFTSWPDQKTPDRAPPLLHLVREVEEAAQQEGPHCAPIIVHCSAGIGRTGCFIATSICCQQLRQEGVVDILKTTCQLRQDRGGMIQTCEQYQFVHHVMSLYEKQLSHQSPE
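Also added – OMFP at 25 µM · Test system – STEP tyrosine phosphatase · Technique – FITC-channel fluorescence of OMFP product · Schedule – 20 min at room temperature, dark · Evaluation – control-normalized % inhibition with plate pattern correction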
CSN deneddyl inh – inhibitors of human CSN-mediated cullin deneddylation; Purified CSN, SCF-Nedd8-OG deneddylation, fluorescence polarization; inhibition, % at 12.5 µM; AID 651999; Q92905; 0.38% of 360,000 active;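 active means pattern-corrected inhibition above about 35%, with an unprinted fluorescence ratio check between 0.5 and 1.5, limit read from the data, passing the limit was not always enough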;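 further: 0% = enzyme with substrate and 100% = substrate without enzyme; some results filed as inactive read as strong as hits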
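Assay system: HEK293T-derived human Csn5 enzyme; quantity: 0.24 nM enzyme; medium: Tris/NaCl/DTT buffer, pH 7.5; also added: substrate SCFSkp2-Nedd8OG, 10 nM; doses: 12.5 µM compound; schedule: 90 min reaction at room temperature; signal: FP; read-out: % inhibition of substrate cleavage by Csn5; benchmarks: substrate-only high control, full reaction low control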
Tb MetRS inh – blocks T. brucei methionyl-tRNA synthetase activity. purified T. brucei MetRS, ATP depletion, Kinase-Glo luminescence. inhibition, % at 11.9 µM. 0.4% of 360,000 active. AID 624268;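 active means inhibition above a per-plate cutoff of the control wells' mean inhibition plus 3 SD, cut at about 5.5% in these data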;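 further: 0% = DMSO wells median and 100% = median of wells with control inhibitor compound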
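Dosing: 11.9 µM compound single dose, 0.9% DMSO; Assay system: purified T. brucei MetRS enzyme; Measured by: Kinase-Glo luciferase luminescence reporting remaining unconsumed ATP; Schedule: 15 min plus 2 h at 25 °C.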
SUMO1 PPI mod – modulators of human SUMO1-mediated protein-protein interactions; SUMO1 binding to a labelled peptide, TR-FRET, 1 h; inhibition, % at 20 µM; P63165; 0.33% of 360,000 active; in the data active means inhibition above about 37%
Target sequence (P63165 whole entry, looked up): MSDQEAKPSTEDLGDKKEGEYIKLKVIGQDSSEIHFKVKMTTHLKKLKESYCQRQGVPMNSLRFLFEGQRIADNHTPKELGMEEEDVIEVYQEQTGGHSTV
* = called active by the depositor; i = inactive; . = not tested or not shown.

[1] CC1(C)CC(NC(=O)c2ccc(-c3ccc([N+](=O)[O-])cc3)o2)CC(C)(C)N1
[2] CCCn1c(CCNc2nc(-c3ccc(OC)cc3)cs2)nc2ccccc21
[3] CCc1nnc(NC(=O)CSc2nccn2-c2cccc(C)c2)s1
[4] Cc1nc(C(F)(F)F)ccc1C(=O)Nc1ccccc1F
[5] O=C(CCNC(=O)c1ccccc1Cl)Nc1nc2ccccc2s1
[6] O=C(NCc1nnnn1-c1ccc(F)c(F)c1)c1ccc2ccccc2c1
[7] CNC(=O)CN(C1CCCCC1)S(=O)(=O)c1ccc(F)cc1
[8] Fc1cc(F)cc(NC(=S)N2CCN(c3ncccn3)CC2)c1

| Screen / compound no. | 1 | 2 | 3 | 4 | 5 | 6 | 7 | 8 |
| --- | --- | --- | --- | --- | --- | --- | --- | --- |
| NadD inh | -8 | 2 | -5 | -2 | -9 | -8 | -3 | 1 |
| Rpn11 block | i | i | i | i | i | i | i | i |
| LMPTP inh | -1.2 | 2.0 | -0.7 | -1.6 | -1.8 | 0.7 | -1.6 | -0.7 |
| DNMT1 inh | -3 | -5 | 1 | 5 | 1 | 1 | 3 | -1 |
| Scp1 inh | 0 | -6 | 10 | -10 | -6 | -3 | -7 | -6 |
| MsrA inhibitor | 1.4 | -1.7 | 0.6 | 0.7 | 1.8 | 1.0 | -0.6 | -0.9 |
| STEP block | -2 | 3 | -2 | -2 | -2 | 0 | -2 | 1 |
| CSN deneddyl inh | 1 | 0 | -6 | 2 | 10 | -2 | -1 | 3 |
| Tb MetRS inh | -0.6 | -0.3 | 3.9 | -1.6 | -0.1 | -0.5 | -0.5 | 0.6 |
| SUMO1 PPI mod | -45 | 11 | -1 | -5 | 4 | -6 | 3 | 1 |

[9] COc1c(Cl)cc(Cl)cc1C(=O)n1nc(C)cc1C
[10] CCOc1cc(CNn2nnnc2N)ccc1OCC(=O)NC(C)(C)C
[11] Cc1ccc(SCC(=O)NNC(=O)c2ccccc2)c(C)c1
[12] O=C(NCc1ccccc1Cl)c1ccccc1CCc1ccccc1
[13] O=C(CSc1n[nH]c(=O)[nH]c1=O)Nc1ccc(SC(F)F)cc1
[14] CCc1c(C)sc(NC(=O)c2ccco2)c1C#N
[15] CCCCOP(=O)(c1ccc(N(C)C)cc1)C(O)c1ccccc1F (centres undefined)
[16] O=C(c1cnn(C(=O)c2ccco2)c1)c1cc(Cl)cc(Cl)c1O

| Screen / compound no. | 9 | 10 | 11 | 12 | 13 | 14 | 15 | 16 |
| --- | --- | --- | --- | --- | --- | --- | --- | --- |
| NadD inh | -5 | -2 | -3 | -2 | 3 | -4 | 0 | 5 |
| Rpn11 block | i | i | i | i | i | i | i | i |
| LMPTP inh | -0.4 | -0.3 | -0.2 | 3.6 | -0.3 | 0.0 | -1.8 | -1.4 |
| DNMT1 inh | -2 | 0 | -2 | 4 | -15 | 1 | 3 | 4 |
| Scp1 inh | -5 | -5 | -5 | -10 | -12 | 4 | 3 | 11 |
| MsrA inhibitor | 0.2 | 0.6 | 0.9 | 0.2 | 0.0 | 1.3 | 0.3 | 0.2 |
| STEP block | -2 | 0 | -1 | 1 | -2 | 2 | -1 | 2 |
| CSN deneddyl inh | -2 | -3 | -4 | 10 | 2 | 6 | 3 | 6 |
| Tb MetRS inh | -0.8 | -0.8 | 0.1 | -0.3 | 0.5 | -0.7 | -1.6 | -0.1 |
| SUMO1 PPI mod | -2 | 0 | 3 | 2 | 1 | 8 | -4 | 6 |

[17] COc1ccccc1N1CCN(C(=O)c2ccc(NS(=O)(=O)c3ccc(C)cc3)cc2)CC1
[18] O=C(CSc1nc2ccccc2[nH]1)Nc1cc(C(F)(F)F)ccc1N1CCOCC1
[19] Cc1cc(C)nc(SCc2nnc(SCc3ccccc3Cl)o2)n1
[20] Cc1cc(C(=O)OCC(=O)N2c3ccccc3NC(=O)C2(C)C)c(C)n1-c1ccccc1
[21] O=C(c1ccccc1)c1sc(N2CCOCC2)nc1-c1ccccc1
[22] CC(=O)Nc1ccc(S(=O)(=O)N2CCN(S(=O)(=O)N3CCC(C)CC3)CC2)cc1
[23] COC(=O)c1c(O)cc(C(C)(C)C)n(-c2ccc(F)cc2)c1=O
[24] CC(C)(C)OC(=O)C[C@@H]1C/C=C\C[C@@H](CC(=O)N(CCO)Cc2ccccc2)C(=O)N[C@H](C(C)(C)C)COC1=O

| Screen / compound no. | 17 | 18 | 19 | 20 | 21 | 22 | 23 | 24 |
| --- | --- | --- | --- | --- | --- | --- | --- | --- |
| NadD inh | -4 | -2 | 0 | -7 | -4 | -5 | 4 | -6 |
| Rpn11 block | i | i | i | i | i | i | i | i |
| LMPTP inh | 1.1 | -0.2 | 1.3 | 2.4 | 1.8 | -1.2 | -2.0 | 14 |
| DNMT1 inh | -3 | -3 | -2 | -10 | -4 | -1 | 8 | 4 |
| Scp1 inh | -7 | 2 | -5 | -10 | -7 | -3 | -6 | 11 |
| MsrA inhibitor | -1.8 | 0.1 | 0.6 | 0.4 | 1.0 | -0.9 | 1.1 | 2.2 |
| STEP block | -2 | 2 | 2 | 1 | 0 | -2 | -1 | 13 |
| CSN deneddyl inh | -2 | -4 | 0 | 4 | 7 | 7 | 1 | -7 |
| Tb MetRS inh | -0.5 | -0.1 | -0.1 | -0.5 | -0.5 | 0.0 | -1.3 | -0.2 |
| SUMO1 PPI mod | -1 | 0 | 3 | -4 | -12 | 2 | -1 | 8 |

[25] CCCCCCCC(=O)NNC(=O)c1ccc(F)cc1
[26] N#CCc1ccccc1C(=O)OCC(=O)N(Cc1ccccc1)Cc1ccccc1
[27] CC12CCC(C(=O)NCc3ccc(F)cc3)(OC1=O)C2(C)C (centres undefined)
[28] COc1ccc(CN2C(=O)C(C)Nc3ncnc(N4CCN(c5ccccn5)CC4)c32)cc1 (centres undefined)
[29] CC1=C(C(N)=O)C(c2sccc2C)n2nnnc2N1 (centres undefined)
[30] CCN(CC)c1ccc(/C=N\N2CCN(Cc3ccc(C)cc3)CC2)cc1
[31] CC1(C)CCCN(C(=O)N2c3ccccc3Sc3ccccc32)C1
[32] COc1ccc(-c2nnc(SCC(=O)Nc3ccccc3OC)o2)cc1

| Screen / compound no. | 25 | 26 | 27 | 28 | 29 | 30 | 31 | 32 |
| --- | --- | --- | --- | --- | --- | --- | --- | --- |
| NadD inh | -2 | -3 | -2 | 2 | 11 | -4 | -3 | -11 |
| Rpn11 block | i | i | i | i | i | i | i | i |
| LMPTP inh | -0.2 | 2.0 | 0.1 | 1.8 | -1.2 | -0.1 | 3.2 | -0.6 |
| DNMT1 inh | 6 | -3 | 0 | -8 | 1 | -1 | 6 | 0 |
| Scp1 inh | -2 | -12 | -4 | 2 | 3 | -12 | -19 | 1 |
| MsrA inhibitor | -1.2 | -0.9 | -0.1 | 1.6 | 0.4 | 3.4 | 0.5 | 1.4 |
| STEP block | 2 | 2 | 16 | 0 | 4 | 5 | -1 | 0 |
| CSN deneddyl inh | 0 | -6 | -3 | 5 | 5 | -3 | 0 | -5 |
| Tb MetRS inh | -1.7 | -0.4 | 0.4 | -0.3 | -0.2 | 0.1 | -1.3 | -0.4 |
| SUMO1 PPI mod | -5 | -1 | 2 | 6 | 1 | -1 | -1 | 0 |

[33] Cn1cc(S(=O)(=O)c2ccccc2)n(C)c1=O
[34] CN1CCN(C(=O)c2ccccc2NS(=O)(=O)c2ccc(F)cc2)CC1
[35] COc1cc2c(cc1OC)C(COc1ccccc1OC)N(C(=O)C(C)C)CC2 (centres undefined)
[36] CC(C)CNC(=O)C1CCN(c2ccc(S(=O)(=O)N3CCOCC3)cc2)CC1
[37] CC(=O)N1CCN(c2ccc(NC(=O)c3ccc4c(c3)OCO4)cc2)CC1
[38] CC(C)[C@H](NS(=O)(=O)c1ccc(Cl)cc1)C(=O)OCC(=O)NCCN1C(=O)CSC1=O
[39] COc1ccccc1/C=C/C(=O)NC(=S)NC(C)C
[40] COc1ccc([N+](=O)[O-])cc1NCc1cccnc1

| Screen / compound no. | 33 | 34 | 35 | 36 | 37 | 38 | 39 | 40 |
| --- | --- | --- | --- | --- | --- | --- | --- | --- |
| NadD inh | 4 | 1 | -2 | 3 | 2 | 0 | 2 | -1 |
| Rpn11 block | i | i | i | i | i | i | i | i |
| LMPTP inh | -0.1 | -6.6 | 0.3 | -0.4 | 0.7 | -0.3 | 0.7 | 0.4 |
| DNMT1 inh | -1 | 3 | 4 | 0 | -1 | 1 | -3 | -7 |
| Scp1 inh | -11 | -2 | -5 | 2 | 5 | -4 | -10 | -6 |
| MsrA inhibitor | -0.6 | -0.6 | 2.1 | 2.2 | 0.5 | -0.1 | 2.5 | 2.9 |
| STEP block | -3 | 4 | -2 | -3 | 0 | -2 | 1 | 2 |
| CSN deneddyl inh | -4 | -3 | 0 | -2 | 1 | 1 | -17 | 102 |
| Tb MetRS inh | -0.8 | -0.4 | -0.6 | -0.4 | -1.2 | -0.3 | 0.8 | -0.1 |
| SUMO1 PPI mod | 1 | -4 | 5 | 0 | 2 | 3 | -8 | -10 |

[41] COc1cc(NC(=O)N2CCc3nc(NCc4cccc(Oc5ccccc5)c4)ncc3C2)cc(OC)c1OC
[42] CCOC(=O)C1=C(C)N(C)C(=O)NC1c1cc2c(cc1Br)OCO2 (centres undefined)
[43] COc1cc(C2C(C#N)=C(N)Oc3cc(O)ccc32)cc(OC)c1OC (centres undefined)
[44] O=c1[nH]cnc2sc3c(c12)CCN(Cc1ccccc1)C3
[45] Cc1cccc(Cc2cnc(N3C(=N)SC(c4ccccc4)C3=O)s2)c1 (centres undefined)
[46] COc1ccc2c(C)c(CC(=O)N3CCN(C(=O)C4COc5ccccc5O4)CC3)c(=O)oc2c1C (centres undefined)
[47] O=C(OC(C(=O)O)C(OC(=O)c1ccccc1)C(=O)NCc1ccccc1)c1ccccc1 (centres undefined)

| Screen / compound no. | 41 | 42 | 43 | 44 | 45 | 46 | 47 |
| --- | --- | --- | --- | --- | --- | --- | --- |
| NadD inh | -1 | 1 | -2 | -1 | 16 | 14 | 3 |
| Rpn11 block | i | i | i | i | i | i | i |
| LMPTP inh | 3.2 | -1.9 | -1.6 | 13 | -0.4 | -0.3 | -2.1 |
| DNMT1 inh | -29 | 0 | -1 | -11 | 18 | -5 | 3 |
| Scp1 inh | . | -4 | 13 | -4 | -11 | -6 | -2 |
| MsrA inhibitor | 0.9 | -0.6 | 0.7 | 0.9 | 1.4 | 1.5 | -0.2 |
| STEP block | 3 | 2 | 0 | -3 | -2 | 0 | -4 |
| CSN deneddyl inh | 0 | -2 | 0 | 8 | 3 | 7 | 5 |
| Tb MetRS inh | -0.1 | -1.1 | -0.1 | -0.7 | -0.4 | -0.2 | -0.4 |
| SUMO1 PPI mod | 4 | 0 | -3 | 3 | 3 | -13 | 0 |

Source: PubChem (several laboratories)
